Compound activity deposited in PubChem by National Center for Advancing Translational Sciences (NCATS).
HepG2 viability: counter-screen for TGF-b inhibitors: cytotoxicity in HepG2 cells; actives 0.76% (n = 410,000); Potency, µM (doses to about 46.1 µM), inactives show at the top dose activity change, negative = cytotoxicity, actives largely listed as cytotoxic; HepG2 CAGA-GFP viability, ATP luminescence, 18 h; further: potency means the concentration at half of the fitted maximal effect; some results filed as inactive show a strong effect at the top dose
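HepG2 CAGA-GFP cells (1000/well, DMEM with 1% FBS) received compound, then TGF-beta at 500 pg/mL final, and were incubated 18 hours at 37 degrees C. Viability was read by CellTiter-Glo luminescence. Media-only wells were set as complete cell-killing and DMSO as no toxicity.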
MmCpn inh: M. maripaludis TRiC chaperonin inhibition | actives 0.031% (n = 330,000) | purified Mm-Cpn ATPase, ADP Transcreener TR-FRET | Potency, µM (top dose mostly 76.9 µM), for inactives: top-dose activity, negative = inhibition, actives largely listed as inhibitors | AID 504842; further: potency means the concentration at half of the fitted maximal effect; on the % scale 0 is the no-effect control and ±100 the full control effect; nearly all actives have a fitted effect of over 80% in size
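TR-FRET (320 nm excitation; 590 and 665 nm emission) reports ADP made from 10 uM ATP by 25 nM enzyme; compounds were preincubated 10 min, reaction run 30 min, both at 37°C.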
Nrf2 activator: activators of Nrf2 (ARE) signaling. actives 0.31% (n = 410,000). Potency, µM (titrated, usually from 46.1 µM), without a hit: at the highest dose activation, hits mostly activators. AID 624171. AREc32 ARE-luciferase reporter (MCF7-derived line), luminescence, 24 h; further: potency means the concentration at half of the fitted maximal effect; % of control where 0% means no effect; nearly all actives have a fitted effect of over 65% in size
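Luciferase luminescence (Steady-Glo, 30 min at room temperature) served as the read-out of ARE activation in AREc32 cells treated with compounds for 24 hr at 37 deg C.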
TGFb inhibitor: inhibitors of TGF-b signaling | Potency, µM (titrated, usually from 46.1 µM), for inactives: top-dose activity, negative = inhibition, actives largely listed as inhibitors | actives 1.2% (n = 410,000) | HepG2 CAGA-GFP TGF-b/SMAD3 reporter, GFP fluorescence, 18 h; TGF-beta stimulated, 500 pg/mL final; further: potency means the concentration at half of the fitted maximal effect; on the % scale 0 is the no-effect control and ±100 the full control effect; nearly all actives have a fitted effect of over 65% in size
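HEPG2 CAGA-GFP reporter cells (1000/well, DMEM with 1% FBS) received compounds, then recombinant TGF-beta at 500 pg/mL final for 18 hours at 37 degrees C. Per-cell GFP summed per well was normalised to unstimulated and stimulated DMSO controls before curve fitting.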
pAkt inh: Akt phosphorylation inhibition; actives 0.32% (n = 360,000); Neuro2A IGF-stimulated pAkt S473 HTRF, 20 min; active compounds read low; activity change, % for hits at 50 µM; in the data active means activity change below about -80%; inconclusive means mostly about -51% to -80%; further: on the % scale 0 is the no-effect control and ±100 the full control effect
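Neuro2A cells (4,500/well, DMEM with 0.5% FBS) were treated with compound at a single 50 µM final concentration, stimulated with 6 nM IGF for 20 min at 37 °C, and lysed. Phospho-Akt Ser473 was read by HTRF as 665/615 ratio ×10^4.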
CCT chaperon mod: modulators of cytosolic chaperonin (CCT/TRiC) activity; purified chaperonin ATPase assay, HTRF ADP detection, 30 min; activity change, % (no concentration beside the values), hits read low; actives 0.3% (n = 360,000); AID 651819; in the data active means activity change below about -30%; further: on the % scale 0 is the no-effect control and ±100 the full control effect
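TRiC at 40 or 20 nM final (batch-dependent) in 30 mM Tris pH 7.4, 100 mM KCl, 5 mM MgCl2, 1 mM DTT, with compound at single 76 uM and 10 uM ATP, 30 min at 37 deg C. ADP detected by HTRF Transcreener, 665/615 ratio.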
A549 viability: kills or reduces viability of A549 cells in Nrf2 counter-screen. actives 0.16% (n = 390,000). AID 504648. Potency, µM (doses to about 46 µM), without a hit: at the top dose activity change, negative = cytotoxicity, hits mostly inhibitors. A549 ARE-Fluc cells, CellTiter-Fluor viability, 18-24 h; further: potency means the concentration at half of the fitted maximal effect; on the % scale 0 is the no-effect control and ±100 the full control effect
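A549 ARE_Fluc cells in 5% FBS OPTI-MEM were exposed to compounds in concentration-response for 18-24 h at 37 deg C. Viability was read by CellTiter-Fluor fluorescence (Ex 405/Em 525) after 30 min, before the luciferase read.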
ATXN viability: cell viability loss in ATXN counter-screen | AID 651635 | Potency, µM (doses to about 56.7 µM), hits mostly cytotoxic | actives 0.49% (n = 400,000) | S2 cells (HEK-293 line with an ATXN2-luciferase reporter) viability, CellTiter-Fluor protease fluorescence, 24 h; further: potency means the concentration at half of the fitted maximal effect; nearly all actives have a fitted effect of over 40% in size
Nrf2 block: blocks Nrf2 signaling; Potency, µM (top dose mostly 46 µM), without a hit: at the top dose activity change, negative = inhibition, most hits filed as inhibitors; actives 2.1% (n = 360,000); A549 ARE-Fluc reporter, luciferase luminescence, 18-24 h; further: potency means the concentration at half of the fitted maximal effect; on the % scale 0 is the no-effect control and ±100 the full control effect; nearly all actives have a fitted effect of over 60% in size
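Nrf2 function is reported as luminescence of an ARE-controlled luciferase in A549 cells. Compounds were tested at several concentrations, and a CellTiter-Fluor read on the same wells flagged cytotoxicity.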
Starred values were filed as active, the others as inactive; i = inactive; ? = inconclusive; . = not tested or not shown. Unless noted, the call rests on the fitted dose curve; in most records, active means well fitted curve in the direction sought with a large enough effect; inconclusive means small, poorly fitted or top-dose-only effect, or another doubt; inactive means no such curve, though single readings can be large; an effect the other way counts as inactive or inconclusive.

SMILES | HepG2 viability | MmCpn inh | Nrf2 activator | TGFb inhibitor | pAkt inh | CCT chaperon mod | A549 viability | ATXN viability | Nrf2 block
C/C(=N\NC(=O)c1c(Cl)cnn1C)c1cccc(NC(=O)c2ccc(C)cc2)c1 | -5% | -2% | 0.3% | -24% | i | -0.3 | -4% | i | -26%
CCOC(=O)c1c(C)[nH]c(C(=O)COC(=O)c2[nH]c(C)c(C(C)=O)c2C)c1C | -3% | 2% | 0.1% | -11% | i | -4.2 | 0% | i | .
CC(CN1CCCCC1)OC(=O)COc1ccc(Br)cc1 (centres undefined) | -28% | -2% | -0.6% | -5% | i | 0.4 | 3% | i | 3%
O=C(CCC1CCCN(Cc2ccc3c(c2)CCO3)C1)NCc1ccc(F)c(F)c1 (centres undefined) | -7% | 1% | 0.0% | 2% | i | -5.7 | 9% | i | 1%
COC1(C(F)(F)F)NC(=O)N(c2ccc(F)cc2)C1=O (centres undefined) | 0% | . | 0.5% | 1% | . | . | 0% | i | -15%
CCOc1cc2[nH]c(=S)n(Cc3ccc(C(=O)O)cc3)c(=O)c2cc1OCC | -3% | -1% | -0.8% | -3% | i | -4.6 | -7% | i | 6%
COc1ccc(/C=N/NC(=O)c2cc(OC)c(OC)c(OC)c2)cc1CN1CCc2cc(OC)c(OC)cc2C1C (centres undefined) | -34% | -1% | 3.7% | ? | i | 0.2 | -20% | i | 0%
CCCCN(CC)CCNC(=O)Cn1cnc2sc(C)c(S(=O)(=O)N3CCOCC3)c2c1=O | 1% | 2% | -0.7% | 7% | i | -2.9 | -2% | i | ?
C=CCNC(=O)C1CC(=O)N(c2ccc(OCC(=O)N3CCCC3)cc2)C1 (centres undefined) | 20% | -1% | -0.1% | -2% | i | 1.3 | 3% | . | 21%
Cc1ccccc1NC(=O)Cn1nnc2ccccc21 | 4% | -2% | 3.8% | 2% | i | -2.6 | 12% | i | ?
CCOCCCNC(=O)c1cc2c(-c3ccc(OC)c(OC)c3)nn(C)c2s1 | -24% | . | 6.4% | 0% | . | . | -4% | ? | ?
CCC1CCCCN1CCCNC(=O)CNC(=O)c1nn(-c2ccc(OC)c(Cl)c2)c(=O)c2ccccc12 (centres undefined) | -5% | -3% | 0.8% | 1% | i | -0.6 | -10% | ? | -25%
CCOC(=O)[C@]12CCC=C1N(Cc1ccc(Cl)cc1Cl)C(=O)[C@H](CC(=O)N1CCCCC1)C2 | . | . | 5.5% | . | i | -1.2 | . | i | .
COC(=O)COc1ccc(C2NC(=O)NC(C)=C2C(=O)NCc2ccccc2)cc1OC (centres undefined) | -2% | -6% | -0.2% | 6% | i | 0.3 | 0% | i | 5%
Cc1ccc(-c2cc(-c3coc4ccccc4c3=O)c3c(n2)-c2cc(Cl)ccc2OC3)cc1 | -39% | . | 0.4% | 0% | . | . | 3% | i | 7%
CN1CCN(C(=O)c2ccc(-n3cccn3)nc2)CC1 | 1% | 2% | -0.9% | 15% | i | -0.4 | 1% | i | 5%
Cc1nnc(NC(=O)c2ccc(N3CCCC3=O)cc2)s1 | 8% | -1% | 2.9% | -1% | i | 1.4 | 1% | i | ?
CCC(=O)Oc1cc(C(C)(C)C)cc2cc(-c3nc(-c4ccc(OC)cc4OC)no3)c(=O)oc12 | -29% | . | 2.4% | ? | . | . | 13% | . | ?
C(CCCN1CCCCC1)CCN1CCCCC1 | 3% | . | -0.8% | 6% | i | 0.6 | -11% | i | -4%
O=C(C1=C(O)C(=O)N(CCN2CCOCC2)C1c1cccc([N+](=O)[O-])c1)c1cccs1 (centres undefined) | 4% | 2% | -0.3% | -13% | i | -1.9 | 0% | i | 13%
Cc1cccc(OCC(=O)Nc2cc(S(=O)(=O)N3CCCCC3)ccc2N2CCN(C)CC2)c1 | -36% | 4% | 0.4% | -12% | i | -0.8 | 0% | ? | -1%
COC(=O)c1sc2ccccc2c1-n1cccc1C(=O)C(=O)Nc1ccc(C)cc1 | 6% | -6% | 4.1% | -9% | i | -2.0 | ? | i | .
COc1ccc(N(CC(=O)Nc2ccc3c(c2)OCO3)S(=O)(=O)c2ccccc2)cc1OC | -1% | -3% | 4.5% | -6% | i | -2.1 | -6% | i | -21%
COc1cccc(N(CC(=O)NC2CCCCC2)C(=O)CCC(=O)Nc2nccs2)c1 | 9% | -1% | 0.1% | 3% | i | 1.1 | 0% | i | 6%
CN(C)CCNC(=O)c1ccc2c(c1)NC(=O)c1ccccc1S2 | 3% | 2% | -0.8% | -8% | i | -6.9 | 1% | i | -12%
CCOC(=O)c1c(S(=O)(=O)N2CCCC(C(=O)NCc3ccccc3Cl)C2)c(C)n(C)c1C (centres undefined) | -31% | . | 0.5% | 13% | . | . | 8% | i | .
O=S(=O)(Nc1ccc(N=Nc2ccccc2)cc1)c1ccccc1 | -37% | 0% | 0.1% | ? | i | -3.3 | -18% | ? | 10%
CC1(C)Cc2c(c(N3CCOCC3)nc3sc(C(=O)Nc4ccccc4)c(N)c23)CO1 | 11% | ? | 0.0% | 18% | i | -2.1 | 1% | i | 12%
O=C1CC(C(=O)Nc2ccc(Cl)cc2)n2ncnc2N1 (centres undefined) | -1% | 1% | -0.5% | -45% | i | -3.2 | 5% | i | 5%
O=C(c1ccc(OC2CCN(Cc3ccccn3)CC2)cc1)N1CCCCCC1 | -12% | 2% | 0.0% | 0% | i | -2.1 | -5% | ? | -5%

Of the compounds above, 2 contain fluorine.
SMILES | HepG2 viability | MmCpn inh | Nrf2 activator | TGFb inhibitor | pAkt inh | CCT chaperon mod | A549 viability | ATXN viability | Nrf2 block
O=C(CCC1CCCN(Cc2ccc3c(c2)CCO3)C1)NCc1ccc(F)c(F)c1 (centres undefined) | -7% | 1% | 0.0% | 2% | i | -5.7 | 9% | i | 1%
COC1(C(F)(F)F)NC(=O)N(c2ccc(F)cc2)C1=O (centres undefined) | 0% | . | 0.5% | 1% | . | . | 0% | i | -15%

Next compounds.
SMILES | HepG2 viability | MmCpn inh | Nrf2 activator | TGFb inhibitor | pAkt inh | CCT chaperon mod | A549 viability | ATXN viability | Nrf2 block
Cc1ccc(/C=C/C(=O)Nc2sc(C)c(C)c2C(=O)OC(C)C)o1 | -3% | 1% | ? | 0% | i | 0.1 | -2% | i | 14%
COc1ccc(NS(=O)(=O)c2cccc(C(=O)NCC(c3ccco3)N3CCCCC3)c2)cc1 (centres undefined) | -18% | 1% | 3.5% | 2% | i | -1.3 | -4% | i | 8%
COc1ccc(C(=O)N(Cc2nc(-c3ccc(C)cc3)no2)C(C)C)cc1OC | -6% | 1% | 6.3% | -4% | i | -6.1 | 4% | i | 2%
O=C(Nc1ccc(N2CCOCC2)cc1)c1cccc(S(=O)(=O)N2CCCCCC2)c1 | -2% | -1% | 0.0% | -12% | i | -1.5 | -5% | . | ?
O=C(CNC(=O)c1cccc(Cl)c1)NCC(c1cccs1)N1CCOCC1 (centres undefined) | 1% | -5% | 0.3% | 3% | i | -0.1 | 1% | i | ?
COC(=O)c1ccc(CSc2ccc3nnc(-c4ccccc4)n3n2)o1 | -11% | 2% | 3.7% | -17% | i | -1.7 | -5% | ? | 13%
CCc1nn2c(=O)cc(COC(=O)c3ccc(SC)cc3OC)nc2s1 | 5% | -1% | 0.1% | -1% | i | -3.1 | -3% | i | -8%
C#CCOCCOCCOCCNc1nc(N2CCN(C(=O)C([C@@H](C)O)n3cc([C@@H](N)CCCCN)nn3)CC2)nc(N2CCN(C(=O)[C@H](CO)n3cc([C@@H](N)C(C)C)nn3)CC2)n1 (some centres undefined) | -2% | 1% | 0.1% | ? | i | -0.9 | -3% | i | 2%
COc1ccc(S(=O)(=O)n2nc(-n3c(C)ccc3C)c3c(F)cccc32)cc1OC | 6% | -4% | 4.5% | ? | i | 1.6 | -11% | i | ?
Cc1ccc2c(C(=O)N3CCN(c4ccccc4)CC3)cc(-c3cccnc3)nc2c1C | -4% | -2% | 2.1% | -8% | i | -43* | ? | i | 21µM*
COc1ccc(/C=C/c2c(-c3ccc(OC)cc3)sc3ccc(N4CCOCC4)cc23)cc1 | -15% | -4% | 0.3% | ? | i | -1.4 | 13% | i | 6%
O=C(Oc1ccccc1F)c1nc(SCc2ccccc2F)ncc1Cl | -14% | . | -0.6% | -12% | . | . | 0% | i | 19%
Cc1cc(C)n2cc(CSc3ncn[nH]3)nc2n1 | -4% | -3% | 2.8% | -5% | i | -1.9 | 3% | i | -11%
COC(=O)/C(=N/Nc1ccccc1OC)N1CCCc2ccccc21 | -38% | 0% | 0.0% | -7% | i | -1.7 | -5% | i | -24%
NC(=O)COc1ccc2oc(-c3ccccc3)cc(=O)c2c1 | 11% | -1% | 8.3% | -31% | i | -1.8 | 1% | i | 13%
Oc1ccccc1-c1nc(NCCN2CCOCC2)c2ccccc2n1 | -31% | 0% | 5.5% | 8% | i | -1.4 | -4% | ? | ?
CC(C)(C)NC(=O)c1cccc(NC(=O)CSc2ccc(Cl)cc2)c1 | -19% | 2% | 2.0% | ? | i | -4.1 | 3% | i | -19%
Cn1c(SCCS(=O)(=O)c2ccc(Cl)cc2)nnc1-c1ccccc1 | -1% | 1% | 1.5% | 14% | i | -5.3 | 16% | i | .
CC1(C(=O)NS(=O)(=O)c2ccccc2C(F)(F)F)CCN1C(=O)CCC1CCCC1 (centres undefined) | -2% | . | 0.5% | -4% | i | -0.3 | . | i | .

Given with values under each structure: part of the list above
Second line of a record: HepG2 viability	MmCpn inh	Nrf2 activator	TGFb inhibitor	pAkt inh	CCT chaperon mod	A549 viability	ATXN viability	Nrf2 block
- Cn1c(SCCS(=O)(=O)c2ccc(Cl)cc2)nnc1-c1ccccc1
  -1%	1%	1.5%	14%	i	-5.3	16%	i	.
- CC(C)(C)NC(=O)c1cccc(NC(=O)CSc2ccc(Cl)cc2)c1
  -19%	2%	2.0%	?	i	-4.1	3%	i	-19%
